G9a inh: qHTS Assay for Inhibitors of Histone Lysine Methyltransferase G9a; Potency, µM (top dose mostly 102 µM), for inactives: top-dose activity, negative = inhibition, most hits filed as inhibitors; 8.8% of 350,000 active; AID 504332, 2011; G9a H3K9 monomethylation, AlphaScreen, 2 h; also: % is scaled to controls: 0 for no effect and ±100 for the full control effect; nearly all actives have a fitted effect of over 75% in size
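Chemiluminescent proximity detection of H3K9 monomethylation, read after 10 min bead incubation in the dark. Reaction: 20 nM G9a, 500 nM biotin-H3K9 peptide, 20 uM SAM cofactor, 2 h, room temperature, following 15 min enzyme-compound preincubation.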
POLI inh: qHTS for Inhibitors of Polymerase Iota; Potency, µM (top dose mostly 115 µM), inactives show at the top dose activity, negative = inhibition, actives largely listed as inhibitors; 1% of 390,000 active; Pol iota fluorescent replication assay, 10 min; DNA polymerase iota (Homo sapiens), Q9UNA4
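Pol iota at 10 nM preincubated 15 min with compounds at room temperature; reaction started with fluorescent substrate, 50 nM final. Fluorescence read kinetically at 0 and 10 min; buffer-only wells as negative control.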
Pin1 inh: qHTS Assay to Find Inhibitors of Pin1 | Peptidyl-prolyl cis-trans isomerase NIMA-interacting 1 (Homo sapiens), Q13526 | Pin1 FP peptide displacement, HiFluor488, 10 min | Potency, µM (doses to about 115 µM), inactives show at the highest dose activity, negative = inhibition, usual class: inhibitors | 0.009% of 390,000 active; active = well fitted inhibition curve with a large enough effect in the polarisation, with a control signal flat, not every such curve was filed as active; inconclusive = small, poorly fitted or top-dose-only effect, or effect the other way, or a change in a side signal; inactive = no such curve, though single readings can be large or run the other way; the % refers to the polarisation; also: % is scaled to controls: 0 for no effect and ±100 for the full control effect
JMJD2A Tudor inh: qHTS Assay for Inhibitors of JMJD2A-Tudor Domain. Potency, µM (series often up to 114 µM), inactives show at the top dose activity change, negative = inhibition, hits mostly inhibitors. AlphaScreen JMJD2A-Tudor / H3K4me3 peptide binding. 4.4% of 390,000 active; also: % is scaled to controls: 0 for no effect and ±100 for the full control effect; nearly all actives have a fitted effect of over 50% in size
Target sequence (O75164 whole entry, looked up, the tested form may be a part): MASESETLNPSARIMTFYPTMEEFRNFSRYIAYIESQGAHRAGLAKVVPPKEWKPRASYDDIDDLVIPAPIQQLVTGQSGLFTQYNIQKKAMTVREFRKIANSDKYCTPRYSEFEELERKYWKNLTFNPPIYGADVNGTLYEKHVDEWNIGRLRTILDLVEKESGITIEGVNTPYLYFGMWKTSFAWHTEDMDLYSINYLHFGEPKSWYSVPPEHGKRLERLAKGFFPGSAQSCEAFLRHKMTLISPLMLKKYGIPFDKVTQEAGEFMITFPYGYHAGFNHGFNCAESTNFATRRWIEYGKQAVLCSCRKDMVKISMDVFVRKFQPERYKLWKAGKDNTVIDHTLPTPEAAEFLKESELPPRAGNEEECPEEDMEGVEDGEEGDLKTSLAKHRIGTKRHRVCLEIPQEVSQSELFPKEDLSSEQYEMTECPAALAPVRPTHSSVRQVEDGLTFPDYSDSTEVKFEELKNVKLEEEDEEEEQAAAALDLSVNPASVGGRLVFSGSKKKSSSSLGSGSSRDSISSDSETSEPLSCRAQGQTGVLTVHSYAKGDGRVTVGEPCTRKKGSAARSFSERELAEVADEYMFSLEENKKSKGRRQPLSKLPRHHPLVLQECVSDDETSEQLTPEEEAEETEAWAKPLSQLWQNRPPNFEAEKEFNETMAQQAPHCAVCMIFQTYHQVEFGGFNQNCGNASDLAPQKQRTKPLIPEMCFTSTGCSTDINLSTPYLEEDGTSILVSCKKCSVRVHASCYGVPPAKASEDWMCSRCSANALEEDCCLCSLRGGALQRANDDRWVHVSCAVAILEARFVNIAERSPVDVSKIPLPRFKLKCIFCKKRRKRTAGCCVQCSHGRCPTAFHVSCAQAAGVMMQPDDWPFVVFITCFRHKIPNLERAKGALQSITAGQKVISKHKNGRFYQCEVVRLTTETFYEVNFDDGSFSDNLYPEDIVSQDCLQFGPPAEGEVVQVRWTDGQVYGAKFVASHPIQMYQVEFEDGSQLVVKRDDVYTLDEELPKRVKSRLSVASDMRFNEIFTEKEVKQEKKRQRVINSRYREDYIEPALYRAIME
HP1b chromo inh: HTS for Inhibitors of HP1-beta Chromodomain Interactions with Methylated Histone Tails; 0.56% of 390,000 active; Chromobox protein homolog 1 (Homo sapiens), P83916; AlphaScreen HP1-beta / biotin-H3K9me3 peptide binding; AID 540317, 2011; Potency, µM (doses to about 114 µM), without a hit: top-dose activity change, negative = inhibition, hits mostly inhibitors; also: nearly all actives have a fitted effect of over 70% in size; inactives centre near 23
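AlphaScreen: HP1-beta (50 nM) preformed 30 min with biotin-H3(1-18)K9me3 peptide (50 nM) in PBS pH 7.4, 0.01% Tween-20. Compound added for 30 min at RT, then streptavidin donor/nickel chelate acceptor beads (10 ug/mL) for 30 min.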
Tb PGK inh: qHTS Assay to Find Inhibitors of Phosphoglycerate Kinase. Phosphoglycerate kinase, glycosomal (Trypanosoma brucei brucei), P07378. Potency, µM (titrated, usually from 57.5 µM), without a hit: at the top dose activity change, negative = inhibition, actives largely listed as inhibitors. 0.043% of 380,000 active. PGK/GAPDH coupled, Kinase-Glo luminescence, 60 min; also: % is scaled to controls: 0 for no effect and ±100 for the full control effect; nearly all actives have a fitted effect of over 60% in size
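Luminescent ATP detection (Kinase-Glo Plus) follows a 60-minute room-temperature incubation, with wells lacking PGK as controls. Buffer: 100 mM TEA (pH 7.6), 5 mM MgCl2, 0.01% Tween-20. Coupling enzyme GAPDH (100 nM final) supplies unstable 1,3-BPG in-well.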
GLS inh: qHTS for Inhibitors of Glutaminase (GLS) | Glutaminase kidney isoform, mitochondrial (Homo sapiens), O94925 | GLS enzymatic activity, qHTS titration | Potency, µM (titrated, usually from 45.5 µM), for inactives: at the highest dose activity change, negative = inhibition, most hits filed as inhibitors | 0.21% of 410,000 active | AID 624170, 2012; also: % is scaled to controls: 0 for no effect and ±100 for the full control effect
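Read-out is an Amplex red fluorescence increase coupled through glutamate oxidase and HRP, measured before and after 30 min room-temperature incubation. hKGA is in 45 mM KH2PO4 (pH 8.2) with 0.02% Tween-20; glutamine added as 1mM solution.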
BAZ2B inh: qHTS Assay for Inhibitors of BAZ2B | AID 504333, 2011 | AlphaScreen BAZ2B-H3K14Ac peptide displacement | Bromodomain adjacent to zinc finger domain protein 2B (Homo sapiens), Q9UIF8 | 4.4% of 360,000 active | Potency, µM (series often up to 114 µM), without a hit: at the highest dose activity change, negative = inhibition, usual class: inhibitors; also: % is scaled to controls: 0 for no effect and ±100 for the full control effect; nearly all actives have a fitted effect of over 60% in size
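In this displacement format the biotinylated H3(5-23) peptide acetylated at Lys14 serves as ligand at 50 nM, with BAZ2B at 50 nM in PBS pH 7.4 containing 0.01% Tween-20. Donor and acceptor beads are 10 ug/mL final.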
BLM inh: qHTS Assay for Inhibitors of Bloom's syndrome helicase (BLM); 0.2% of 350,000 active; Potency, µM (top dose mostly 56.1 µM), without a hit: top-dose activity change, negative = inhibition, usual class: inhibitors; RecQ-like DNA helicase BLM (Homo sapiens), P54132; recombinant BLM DNA unwinding, fluorescence dequenching;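 also: plate controls were vehicle for no effect and no enzyme for full effect; nearly all actives have a fitted effect of over 35% in size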
Active calls of the source: *; i = inactive; ? = inconclusive; / = not tested or not shown; [ ] = dose if it differs, or a comment. Unless noted, calls follow the shape of the dose curve; as a rule, active = well fitted curve in the direction sought with a large enough effect; inconclusive = small, poorly fitted or top-dose-only effect, or another doubt; inactive = no such curve, though single readings can be large; an effect the other way counts as inactive or inconclusive. Potency is read from the fitted curve at half-maximal effect.

HP1b chromo inh,JMJD2A Tudor inh,Pin1 inh,POLI inh,GLS inh,BAZ2B inh,Tb PGK inh,BLM inh,G9a inh,SMILES
49%[activator],-7%,5%,7%,-9%,-8%,i,-7%,-9%,CCOc1ccc(C(=O)COc2ccc(NC(C)=O)cc2)cc1
29%,?,1%,21%,-5%,-5%,i,2%,35µM*,CC1=NN(C(C#N)c2c(C)nn(Cc3ccccc3)c2C)C(C)(C)C1 (centres undefined)
13%,-32%,1%,3%,5%,-9%,-9%,-7%,/,O=C(NNC(=S)NCc1ccc(Cl)cc1)c1ccc(Br)o1
22%,-14%,8%,17%,?,-5%,/,-2%,?,COc1cc(/C=C/C2=NC(=O)C(C)(C)O2)ccc1O
24%,3%,0%,104%[activator],-9%,/,5%,/,/,COc1ccccc1S(=O)(=O)N1CCNC(=O)C1
63%[activator],-5%[57.1 µM],-5%,8%,-6%,-12%,-7%,-15%,4%[59 µM],Cc1cc(C)c(S(=O)(=O)N(CC(=O)N2CCCC2)C2CCCCC2)c(C)c1
21%,0%,1%,8%,-1%,-6%,-9%,-5%,-4%,CCCCOc1ccc(S(N)(=O)=O)cc1
0%,-23%,-9%,-23%,2%,-1%,0%,/,-3%,O=C(NC1CC(=O)N(c2ccccc2)C1)C1CC1 (centres undefined)
193%[activator],102%[activator],4%,13%,1%,175%[activator],-7%,2%,101%[activator][59 µM],CC(C)(C)c1nc2scc(-c3cccs3)c2c(=O)o1
15%,-22%,-2%,-8%,-4%,?,-4%,2%,16%,C[C@@H](C(=O)Nc1cccnc1)n1c(=O)[nH]c2ccccc2c1=O
15%,-6%,-6%,30%[activator],5%,-3%,8%,-3%,10%,COc1ccc(C(=O)NCCSc2ccc(C)cc2)cc1
4%,-22%,-4%,-8%,-12%,-2%,-3%,1%,13%[59 µM],CCc1ccc(-n2nc(C)c3c(C)cc(=O)n(CC(=O)Nc4ccc(F)cc4C)c32)cc1
29%,45µM*,-4%,-7%,23%,?,i,1%,?,Cc1onc(-c2ccccc2)c1-c1n[nH]c(=S)n1-c1ccc(C(=O)O)cc1
-22%,?,1%,104%[activator],?,50µM*,0%,-8%,?,COc1cc(NS(=O)(=O)c2ccc(Nc3nc(-c4ccccc4)cs3)cc2)nc(OC)n1
0%,-26%,-2%,/,31%[activator],?,-5%,-6%,40µM*,COc1ccc(N2CCN(C(=O)c3ccc(CS(=O)(=O)c4ccc(OC)cc4)o3)CC2)cc1
5%,-10%,-12%,20%,1%,-18%,-7%,2%,5%,CC(C(=O)Nc1cccc(S(=O)(=O)N2CCOCC2)c1)N1CCN(C)CC1 (centres undefined)
8%,-20%,16%,11%,-3%,-10%,i,-3%,-26%[12.7 µM],CN(C)C(CNC(=O)c1cccnc1Sc1ccccc1)c1ccco1 (centres undefined)
45%[activator],-13%,3%,16%,7%,3%,0%,-6%,-35%[59 µM],CCOC(=O)C(C)Sc1nnc(-c2ccccc2O)n1Cc1ccccc1 (centres undefined)
17%,-4%,-1%,13%,2%,4%,11%,-6%,10%[59 µM],CCCN(CCC)C(=O)Cn1c(=O)n(CCCCCC(=O)NCc2ccccc2Cl)c(=O)c2sccc21
37%,-5%,3%,-5%,9%,8%,/,-6%,18%[59 µM],CCN(CC)c1ccc(C(=O)OCC(=O)Nc2ccccc2-c2ccccc2)cc1
55%[activator],79µM*,2%,2%,-1%,?,1%,2%,?,CC(=O)Nc1nc(N2C(=O)c3ccccc3C2=O)n(-c2ccccc2)n1
15%,-6%,9%,21%,0%,3%,-4%,-2%,1%,CCC(C)NC(=O)C1CCN(S(=O)(=O)c2cccc3nonc23)CC1 (centres undefined)
?,?,39%[activator],2%,-17%,-5%,i,-6%,3%,COc1ccc(N/C=C(\C#N)c2nc3ccccc3n2C)c(OC)c1
28%,-32%,3%,9%,2%,-8%,-7%,-1%,2%[59 µM],Cc1ccc(-c2noc(CNC(=O)COc3cc(C)c(Br)c(C)c3)n2)cc1
2%,?,-4%,18%,-9%,?,-10%,-5%,-2%[59 µM],Cc1ccc(CN(C(=O)COc2cccc([N+](=O)[O-])c2)c2ccccn2)o1
129%[activator],83%[activator],0%,16%,?,13%,i,-5%,76%[activator],CCOc1ccccc1NC(=O)n1ncc2c(C)cccc21
34%,-4%,1%,6%,1%,9%,8%,0%,90%[activator],CC(=O)Nc1c(-c2cc(=O)oc3cc(C)ccc23)oc2ccccc12
40%[activator],-4%,0%,39%[activator],3%,-2%,i,-6%,2%[0.501 µM],CCc1nc2ccccc2c(C(=O)NCc2ccccc2)c1C
67%[activator],2%,-6%,29%,6%,-33%,-8%,0%,0%,CC(=O)c1ccc(OCc2cc(C(=O)N3CCOCC3)no2)cc1
25%,-16%,1%,15%,25%,-38%,-2%,-4%,23%,O=C1c2ccccc2NC(c2ccccc2O)N1O (centres undefined)

Additional results follow.
HP1b chromo inh,JMJD2A Tudor inh,Pin1 inh,POLI inh,GLS inh,BAZ2B inh,Tb PGK inh,BLM inh,G9a inh,SMILES
-18%,?,51%[activator],12%,-11%,-2%,-4%,-7%,-6%,COc1ccccc1C(=O)Nc1ccc2c(c1)C(=O)NC2=O
20%,-3%,4%,12%,2%,0%,-2%,2%,-3%,CC1CCCC(C)N1Cc1cn2ccccc2n1 (centres undefined)
9%,-12%,13%,41%[activator],-2%,-15%,-7%,9%,0%[59 µM],Cc1ccccc1NC(=O)Cn1c(C)nc2ccc(NC(=O)C3CC3)cc2c1=O
47%[activator],-11%,17%,18%,1%,12%,i,-3%,11%[59 µM],Cc1c(Cl)cccc1NC(=O)c1cc(-c2cccs2)on1
15%,-3%,-2%,154%[activator],6%,-5%,-6%,0%,2%,CCOc1ccc(-c2noc(CCC(=O)NCCc3ccccc3)n2)cc1OC
29%[57 µM],3%,1%,6%,12%,-2%,-10%,1%,1%[59 µM],COc1ccc(-c2cn3cccnc3n2)cc1NC(=O)Cc1ccccc1
9%,3%[57.1 µM],5%,12%,-1%,4%,i,-1%,3%[59 µM],CCCn1c(=O)n(N)c2ccccc21
30%,7%,-1%,4%,0%,-4%,5%,0%,-2%,CCCc1n[nH]c2c1C(=O)C(C(=O)OC)C(C)(C)C2 (centres undefined)
40%[activator],-1%,-2%,146%[activator],2%,-3%,i,0%,16%,O=C(NCc1ccccc1)C1CC(=O)N(c2ccc(OCC(=O)N3CCOCC3)cc2)C1 (centres undefined)
153%[activator],21%,5%,20%,-2%,0%,i,1%,16%[59 µM],OCCNc1nc(-c2ccccc2)c2cc(Br)ccc2n1
25%,-7%,1%,-24%,2%,0%,i,2%,?,CCN1CCN(C(=O)C2=CC(c3ccc(C)cc3)=NS(=O)(=O)N2C)CC1
9%,-7%,3%,7%,1%,0%,4%,-1%,-5%[59 µM],CCCCNC(=O)CSc1nc2cc3c(cc2c(=O)n1CCCC(=O)NCc1ccc(OC)cc1)OCO3
4%,-20%,8%,10%,0%,-29%,-1%,7%,56µM*,CN(C)c1ccc(C(CC(=O)O)C(=O)O)cc1 (centres undefined)
21%,-10%,0%,-3%,-3%,5%,-3%,-12%,2%[2.33 µM],O=C(Nc1nn(Cc2ccccc2F)cc1Br)c1cccs1
21%,-16%,-3%,40%[activator],-6%,2%,-3%,/,4%[2.33 µM],Cc1ccc(S(=O)(=O)NCC(=O)OCC(=O)Nc2ccc3c(c2)OCCO3)cc1
30%,-20%,4%,5%,-2%,15%,-1%,-8%,-7%[12.7 µM],COCCNC(=O)c1c(CSc2ccc(F)cc2)noc1C(=O)NCc1ccccc1
18%,12%,-3%,-3%,21%,-18%,8%,3%,-1%,CCOC(=O)N1CCN(c2cc(=O)n(C3CCCCC3)c(=O)[nH]2)CC1
22%,-13%,-3%,23%,2%,-8%,-7%,-3%,48%,CN(Cc1ccc(F)cc1)C(=O)c1cccc(NS(=O)(=O)c2ccccc2)c1
28%,-11%,-11%,4%,-1%,-14%,-1%,0%,1%,O=C(Nc1ccccc1)NC1CCN(Cc2ccccc2)CC1
-3%,-32%,-4%,49%[activator],0%,-1%,i,-11%,-33%,CN(C)C(CNC(=O)c1oc2ccccc2c1CSc1ncn[nH]1)c1ccco1 (centres undefined)
76%[activator],33%,-17%,44%[activator],0%,22%,i,1%,21%[2.33 µM],Cc1c(C=O)c2ccccn2c1C(=O)c1ccc(F)cc1
105%[activator],41%[activator],56%[activator],-9%,6%,27%,-9%,-8%,/,COc1ccc(C2=NN(c3ccccc3)C(c3ccc(OC)c(OC)c3)C2)cc1 (centres undefined)
33%[activator],0%,0%,21%,-13%,4%,-13%,-4%,4%,O=C(COC(=O)c1cccc(S(=O)(=O)N2CCOCC2)c1)c1ccccc1

Shown as comma-separated lines: 4 of the compounds above
SMILES,HP1b chromo inh,JMJD2A Tudor inh,Pin1 inh,POLI inh,GLS inh,BAZ2B inh,Tb PGK inh,BLM inh,G9a inh
CC(C)(C)c1nc2scc(-c3cccs3)c2c(=O)o1,193%[activator],102%[activator],4%,13%,1%,175%[activator],-7%,2%,101%[activator][59 µM]
C[C@@H](C(=O)Nc1cccnc1)n1c(=O)[nH]c2ccccc2c1=O,15%,-22%,-2%,-8%,-4%,?,-4%,2%,16%
COc1ccc(C(=O)NCCSc2ccc(C)cc2)cc1,15%,-6%,-6%,30%[activator],5%,-3%,8%,-3%,10%
CCc1ccc(-n2nc(C)c3c(C)cc(=O)n(CC(=O)Nc4ccc(F)cc4C)c32)cc1,4%,-22%,-4%,-8%,-12%,-2%,-3%,1%,13%[59 µM]

A portion of the library. The share of hits here may be higher or lower than overall.
